Giardia FBPA inh = Giardia lamblia aldolase inhibition; A8B2U2; purified Giardia FBPA; Potency, µM (top dose mostly 59.6 µM), for inactives: at the top dose activity, negative = inhibition, usual class: inhibitors; 290,000 tested, 0.71% active; AID 2451; active = well fitted inhibition curve with a large enough effect; inconclusive = small, poorly fitted or top-dose-only effect, or effect the other way; also: nearly all actives have a fitted effect of over 55% in size
Target sequence (A8B2U2 whole entry, looked up): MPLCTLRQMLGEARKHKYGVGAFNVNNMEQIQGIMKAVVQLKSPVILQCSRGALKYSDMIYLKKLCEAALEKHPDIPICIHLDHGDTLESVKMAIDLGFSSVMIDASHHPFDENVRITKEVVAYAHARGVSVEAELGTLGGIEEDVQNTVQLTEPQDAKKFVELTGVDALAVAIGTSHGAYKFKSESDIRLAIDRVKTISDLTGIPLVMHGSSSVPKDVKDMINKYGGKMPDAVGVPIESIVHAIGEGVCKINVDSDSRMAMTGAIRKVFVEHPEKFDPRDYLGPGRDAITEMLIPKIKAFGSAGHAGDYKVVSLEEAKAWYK
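40 nM FBPA preincubated 10 min at RT with compound (up to 57.5 uM final), then substrate plus GAPDH/TPI/NAD/arsenate coupling and diaphorase/resazurin added. Fluorescence read after 20 min at RT, 525/598 nm.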
The depositor's hits bear a star; ? = inconclusive; & = joins results of further samples; [ ] = dose if it differs, or a comment. % is scaled to controls: 0 for no effect and ±100 for the full control effect; potency is read from the fitted curve at half-maximal effect.

SMILES	Giardia FBPA inh
Oc1cc2c(c(Cl)c1O)CCNCC2c1ccccc1 (stereo unspecified)	-7%
O=C1C[C@@H](O)[C@@H](O)[C@H]2[C@@H]3C(=O)N(Cc4ccccc4)C(=O)[C@@H]3CC[C@H]12	1%&-1%[12.9 µM]
COCC(=O)C(C(=O)OC)[C@H](CCc1ccccc1)NC(=O)OC (stereo partly specified)	1%
O=C(c1ccco1)N1CCC2(CCN(Cc3nccs3)CC2)CC1	1%
COc1ccc(-c2c(O)c3c(OC)c4c(cc3oc2=O)OC(C)(C)CC4)cc1	5%
CCOC(=O)CCN1C(=O)[C@H]2[C@H]3[C@H](O)[C@H](O)C/C(=N/NC(=O)OCc4ccccc4)[C@H]3CC[C@@H]2C1=O	0%[12.9 µM]
CC1(C)C2CC[C@@]1(C)C(=O)C2	0%
O=c1cc(-c2cccc(O)c2)oc2cc(O)ccc12	6%
CN(C)C(=O)c1ccc(-c2cc(NCc3cccnc3)ncn2)cc1	1%
O=C(O)c1ccc(-c2noc(-c3ccccc3F)n2)cc1	?
COc1ccc(-c2nc3cnc(N4CCNCC4)nc3n(Cc3ccc(F)cc3)c2=O)cc1	11%
CO[C@H]1COC(=O)C/C=C\[C@H](C)[C@@H](OC)COC(=O)C/C=C\[C@@H]1C	3%[12.9 µM]
COc1ccc(-c2nc3cnc(OC)nc3n(CCc3ccccc3)c2=O)cc1	2%
C=C(C)C(=O)/C=C/c1ccc(Br)cc1	0%
COCCNc1ncncc1-c1c(C)noc1C	0%
COC(=O)[C@@]1(Cc2ccccc2)[C@H]2c3cc(C(=O)N(C)C)n(Cc4nc5ccccc5[nH]4)c3C[C@H]2CN1C(=O)c1ccccc1	-6%
COC1=C[C@@H](C)C2CC3OC(=O)C[C@H]4C(C)=C(OC)C(=O)C([C@@]2(C)C1=O)[C@@]34C (stereo partly specified)	-1%
COc1cc2c(cc1OC)C1CCC3=C([C@H](C)OC3=O)N1CC2 (stereo partly specified)	-13%
CCC(C)C(=O)O[C@@H]1C[C@@]2(C)C(c3ccoc3)OC(=O)CC23OC2(C)O[C@@]14[C@@]1(C)C(CC(=O)OC)C5(C)CC1(O)C(O)(C5OC(=O)C1(C)OC1C)C(OC(C)=O)[C@@]34O2 (stereo partly specified)	-9%
COc1ccc(C[C@@H]2NC[C@H](O)[C@@H]2OC(C)=O)cc1	1%[21.7 µM]
C=CC(C)(C)c1[nH]c2ccccc2c1C1=C(O)C(=O)C(c2c[nH]c3c(CC=C(C)C)cccc23)=C(O)C1=O	14%
CC(=O)NCCNc1nc(-c2ccccc2C(F)(F)F)nc2ccccc12	-8%
C#CCCCO/N=C1/[C@H]2O[C@@H]2[C@@H](O)[C@H]2[C@H]1CCn1c(=O)n(C)c(=O)n12	4%[12.9 µM]
CN(C)Cc1ccccc1-c1ccc2ncnc(N3CCOCC3)c2c1	-17%
OC[C@H]1O[C@@H](n2cnc3c(NC4CCCC4)ncnc32)[C@H](O)[C@H]1O	-5%
CC1C(=O)CCC2[C@]1(C)CCC1[C@]2(C)CC[C@@]2(C)C3CC(C)(C)CC[C@]3(C)CC[C@@]12C (stereo partly specified)	6%
COc1cc(OC)c(C(C)=O)c(O)c1C	0%
Nc1nc2c(nc(Br)n2C2CC(O)C(CO)O2)c(=O)[nH]1 (stereo unspecified)	0%
CC(=O)N1CCC2(CCN(Cc3ccccc3)CC2)CC1	5%
COC(=O)/C(=C1/OC(=O)C(c2ccccc2)=C1O)c1ccccc1	?
CCCC[C@@H]1C[C@H]1C(NC(=O)c1ccco1)c1ccc(Cl)cc1 (stereo partly specified)	-2%
COc1ccc(-c2nc3cnc(N4CCOCC4)nc3n(C[C@H]3CCCO3)c2=O)cc1	4%
COc1ccc(C(=O)N2CCC[C@@]3(CCN(C(=O)Nc4ccccc4)C3)C2)cc1	6%
CNC(=O)C1(C)C=CC2(CCCCC2)N1C(=O)OC (stereo unspecified)	-2%
CCCCCCCCCCCCCCCC(=O)OC(CO)CO	-4%
CCN1C(=O)N[C@@H](c2ccc(Br)cc2)C(C(C)=O)=C1C	3%[12.9 µM]
COCOc1ccc(Br)cc1C(=O)/C=C\c1ccc2c(c1)OCO2	-3%[12.9 µM]
CCCN[C@@H]1CCc2c(OC)cccc2[C@@H]1C	5%
CCC(CCC(C)C1CCC2C3CC=C4CC(OC(C)=O)CC[C@@]4(C)C3CC[C@@]12C)C(C)C (stereo partly specified)	3%
CC(C)[C@@H](CC(=O)N[C@@H]1CCNC[C@H]1C(=O)N[C@H](CC(=O)N[C@@H](CCC(=O)O)CC(=O)O)Cc1ccccc1)NC(=O)C[C@H](CO)NC(=O)[C@@H]1CCCC[C@H]1N	14%
Cc1o[nH]c(=O)c1CC(N)C(=O)O (stereo unspecified)	1%
COC(=O)CCCC1=CC2=C(c3ccccc3)C(=O)C(C)(OC(=O)C3CCCC3)C(=O)C2=CN1CCCOC(C)C (stereo unspecified)	?
CCCCNC(=O)C(c1ccc(OCC(=O)OC)c(C(=O)OC)c1)N(Cc1ccccc1)C(=O)CCCCCN1C(=O)NC(c2ccc(-c3ccccc3)cc2)C(C(=O)OCc2ccccc2)=C1C (stereo unspecified)	5%
N[C@H](C(=O)O)c1ccc(C(=O)O)c(O)c1	-3%
COc1ccc(NC(=O)N2CC[C@@]3(CCCN(C(=O)c4c(C)noc4C)C3)C2)cc1	-15%
Cc1c(-c2ccc(Cl)cc2)noc1C1CCN(CCc2ccccc2)CC1	4%
COc1cccc(C2C(C)CCC3C(=O)N(C)C(C(C)C)C(=O)N32)c1 (stereo unspecified)	-4%[12.9 µM]
CN(C)Cc1ccccc1-c1nc(N2CCOCC2)c2ccccc2n1	-3%
Cc1ccccc1-c1nc(N2CCNCC2)c2ccccc2n1	2%
CC(C)NC(=O)N1CCCC2(CCN(S(=O)(=O)c3ccccc3)CC2)C1	-1%
Cc1ccc(C#CC2C=CC(Oc3ccc4c(c3)OCO4)C(CO)O2)c(C)c1 (stereo unspecified)	0%[12.9 µM]
COC(=O)CC1[C@@]2(C)C[C@@]34OC5(C)OC6(CC[C@@]7(C)C(c8ccoc8)OC(=O)C(C(C)=O)C7[C@]6(O5)C(O)[C@@]3(O)C2O)[C@]14C (stereo partly specified)	-8%
O=C(c1cccc(F)c1)N1CCC2(CCN(Cc3ccccc3)CC2)CC1	8%
Cc1noc(C)c1-c1cc(Nc2ccc(F)cc2)ncn1	-6%
COc1cccc(Cn2c(=O)c(CCc3ccccc3)nc3cnc(N4CCN(C)CC4)nc32)c1	-4%
CC(C)=CCC/C(C)=C/C=C/C1=CC2(C)CC1(C)C(/C=C(\C)CCC=C(C)C)CC2=O (stereo unspecified)	-1%[12.9 µM]
CC(C)C[C@H]1C(=O)N2CCC[C@@H]2[C@]2(O)O[C@](NC(=O)[C@H]3C=C4c5cccc6[nH]c(Br)c(c56)C[C@H]4N(C)C3)(C(C)C)C(=O)N12	?
CN(C)Cc1ccccc1-c1ccc2ncnc(NC3CC3)c2c1	-11%
CC(C)=CCC/C(C)=C/CO/N=C1/C[C@@H](O)[C@@H](O)[C@@H]2[C@@H]3C(=O)N(C(C)(C)C)C(=O)[C@H]3CC[C@H]12	2%[12.9 µM]
CN[C@@H](Cc1c[nH]c2ccccc12)C(=O)O	-2%

(list continues)
SMILES	Giardia FBPA inh
CC(C)COC[C@H](CN(Cc1ccccc1)c1ccccc1)N1CCCC1	-1%[21.7 µM]
CN(C)c1ncc2nc(-c3cc(F)cc(F)c3)c(=O)n(-c3ccccc3)c2n1	8%
COc1ccc(/C=C/C2=C[C@]3(C)C[C@]2(C)[C@H](c2ccc(OC)cc2)CC3=O)cc1	6%
COc1ccccc1CNc1ncnc2ccc(-c3ccccc3C#N)cc12	-2%
CNC(=O)CSP(=S)(OC)OC	-8%
NC[C@](O)(CS(=O)(=O)O)c1ccc(Cl)cc1	10%
CC1(O)C(=O)C=C2C=C(C3CC3)OC=C2C1=O (stereo unspecified)	9%
O=Cc1c2[nH]c3ccccc3c2cc2[nH]c3ccccc3c12	-16%
CCCC[C@H]1C[C@@H]1[C@@H]1N(P(=O)(c2ccccc2)c2ccccc2)C[C@@](O)(c2ccccc2)CC12CC2	1%
O=C(c1cccc(F)c1)N1CCC2(CCCN(C(c3ccccc3)c3ccccc3)C2)CC1	-2%
COc1cccc(OC)c1OCCNCC1CSc2ccccc2O1 (stereo unspecified)	-3%
CCCCC/C=C\C/C=C\C/C=C\CCCCCCC(=O)NCCCC(=O)O	6%
COC(=O)N1[C@H](C)C=C[C@]1(Cc1ccccc1)C(=O)NCc1ccccn1	-10%
CCCn1c(C)nc2c(NCCO)nc(C)nc21	0%
Cc1cccc(-c2cc(=O)c3cc(C)ccc3o2)c1	-12%
CCCn1c(-c2ccc(F)cc2)nc2c(NC3CCN(Cc4ccccc4)C3)nc(C)nc21 (stereo unspecified)	0%
COc1cccc(OC)c1OCCNC[C@@H]1COc2ccccc2O1	-6%
CS(=O)(=O)N1CCC[C@@]2(CCN(C(=O)Nc3cccc(C#N)c3)C2)C1	0%
COC(=O)c1c(C)cc(OC(=O)c2c(C)cc(O)c(C=O)c2O)c(C)c1O	-5%
C[C@H]1Cc2c(-c3ccccc3)nc3c(c2CO1)CN(C(=O)NCCc1c[nH]c2ccccc12)CC3	0%[12.9 µM]
COc1ccccc1CNc1ncnc2ccc(-c3cccc(C#N)c3)cc12	0%
COc1cccc(Cn2c(=O)c(-c3ccc(Cl)cc3)nc3cnc(OC)nc32)c1	-2%
CCCn1c(C)nc2c(N3CCC(N4CCN(C)CC4)CC3)nc(C)nc21	3%
C#CCCCO/N=C1/C[C@@H](O)[C@@H](O)[C@@H]2[C@@H]3C(=O)N(Cc4ccccc4)C(=O)[C@H]3CC[C@H]12	-3%[12.9 µM]
CCOC(=O)OC(C)OC(=O)C1N2C(=O)C(NC(=O)C(N)c3ccccc3)C2SC1(C)C (stereo unspecified)	-18%
O=C1[C@H]2[C@H]3[C@H](O)[C@H](O)C/C(=N/OCc4ccccc4)[C@H]3CC[C@@H]2C(=O)N1Cc1ccccc1	0%[12.9 µM]
COCCn1c(=O)c(-c2cccc(C#N)c2)nc2cnc(Oc3ccc(OC)cc3)nc21	-5%
N=C(N)c1ccc(N2CCN(C3CCN(CC(=O)O)CC3)CC2)cc1	-15%
c1ccc(-c2cccc(N3CC4(CCNCC4)C3)c2)cc1	2%
S=C(NC1CCCCC1)N1CCC(c2cnc[nH]2)CC1	1%&-14%
C[C@H]1Cc2c(-c3ccccc3)nc3c(c2CO1)CN(S(=O)(=O)c1ccc2c(c1)OCCN2C)CC3	0%[12.9 µM]
S=C(S)OC1CC2CC1C1CCCC21 (stereo unspecified)	18%
O=C(c1ccncc1)N1CCC[C@@]2(CCN(c3ccncc3)C2)C1	0%
CC[C@H](C)[C@@H](NC(=O)O[C@H]1C(=O)c2ccc(OC)cc2O[C@@H]1c1ccc2c(c1)OCO2)C(=O)OC	1%&0%
O=C1CCCC2[C@@H]3CCC[N@+]4([O-])CCC[C@H](CN12)C34 (stereo partly specified)	-1%
CC[C@@]1(O)C(=O)COc2c1cc1n(c2=O)Cc2c-1nc1cccc(C(C)C)c1c2[Si](C)(C)C	-13%

A second format for 4 compounds above.
| molecule | Giardia FBPA inh |
| --- | --- |
| COC(=O)CCCC1=CC2=C(c3ccccc3)C(=O)C(C)(OC(=O)C3CCCC3)C(=O)C2=CN1CCCOC(C)C (stereo unspecified) | ? |
| CCCCNC(=O)C(c1ccc(OCC(=O)OC)c(C(=O)OC)c1)N(Cc1ccccc1)C(=O)CCCCCN1C(=O)NC(c2ccc(-c3ccccc3)cc2)C(C(=O)OCc2ccccc2)=C1C (stereo unspecified) | 5% |
| N[C@H](C(=O)O)c1ccc(C(=O)O)c(O)c1 | -3% |
| COc1ccc(NC(=O)N2CC[C@@]3(CCCN(C(=O)c4c(C)noc4C)C3)C2)cc1 | -15% |

(cont.)
SMILES	Giardia FBPA inh
COc1ccc2c(c1)CCC1C2CC[C@@]2(C)C1CC[C@@H]2NCCCCCCN1C(=O)C=CC1=O (stereo partly specified)	1%
C[C@H]1COC(=O)[C@H]2CCCN2C(=O)[C@@H](C)COC(=O)[C@H](Cc2ccccc2)NC1=O	3%[12.9 µM]
Cc1ccccc1-c1nccc(NCc2cccs2)n1	-9%
CCOC(=O)OCC1OC(CCc2ccccc2)CCC1Oc1ccc(OC)cc1 (stereo unspecified)	1%[12.9 µM]
CN(C)c1nc(-c2ccc3c(c2)OCO3)nc2ccccc12	-17%
O=C(Cc1ccccc1)NO	0%
CC(C)C[C@@H](CC(=O)N[C@@H](CCCN)CC(=O)N[C@@H]1CCCC[C@H]1C(=O)N[C@H](CC(=O)N[C@@H](CCC(=O)O)CC(=O)O)Cc1ccccc1)NC(=O)[C@@H]1CCCC[C@H]1N	-27%
COC(=O)Cn1c(C(=O)N2CCCC2)cc2c1C[C@H]1CN(C(=O)c3ccccc3)[C@@](Cc3ccccc3)(C(=O)OC)[C@@H]21	6%

Compounds above with sulfur:
SMILES	Giardia FBPA inh
O=C(c1ccco1)N1CCC2(CCN(Cc3nccs3)CC2)CC1	1%
CC(C)NC(=O)N1CCCC2(CCN(S(=O)(=O)c3ccccc3)CC2)C1	-1%
CNC(=O)CSP(=S)(OC)OC	-8%
NC[C@](O)(CS(=O)(=O)O)c1ccc(Cl)cc1	10%
COc1cccc(OC)c1OCCNCC1CSc2ccccc2O1 (stereo unspecified)	-3%
CS(=O)(=O)N1CCC[C@@]2(CCN(C(=O)Nc3cccc(C#N)c3)C2)C1	0%
CCOC(=O)OC(C)OC(=O)C1N2C(=O)C(NC(=O)C(N)c3ccccc3)C2SC1(C)C (stereo unspecified)	-18%
S=C(NC1CCCCC1)N1CCC(c2cnc[nH]2)CC1	1%&-14%
C[C@H]1Cc2c(-c3ccccc3)nc3c(c2CO1)CN(S(=O)(=O)c1ccc2c(c1)OCCN2C)CC3	0%[12.9 µM]
S=C(S)OC1CC2CC1C1CCCC21 (stereo unspecified)	18%
Cc1ccccc1-c1nccc(NCc2cccs2)n1	-9%

A portion of the library; rates above refer to the full screens.
